CSN inh – CSN deneddylation inhibition. Q92905. Purified CSN, SCF-Nedd8-OG deneddylation, fluorescence polarization. inhibition, % at 12.5 µM. 360,000 tested, 0.38% active. AID 651999;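 active means pattern-corrected inhibition above about 35%, with an unprinted fluorescence ratio check between 0.5 and 1.5, limit read from the data, passing the limit was not always enough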;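 further: 0% = enzyme with substrate and 100% = substrate without enzyme; some results filed as inactive read as strong as hits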
Target sequence (Q92905 whole entry, looked up, one chain of several): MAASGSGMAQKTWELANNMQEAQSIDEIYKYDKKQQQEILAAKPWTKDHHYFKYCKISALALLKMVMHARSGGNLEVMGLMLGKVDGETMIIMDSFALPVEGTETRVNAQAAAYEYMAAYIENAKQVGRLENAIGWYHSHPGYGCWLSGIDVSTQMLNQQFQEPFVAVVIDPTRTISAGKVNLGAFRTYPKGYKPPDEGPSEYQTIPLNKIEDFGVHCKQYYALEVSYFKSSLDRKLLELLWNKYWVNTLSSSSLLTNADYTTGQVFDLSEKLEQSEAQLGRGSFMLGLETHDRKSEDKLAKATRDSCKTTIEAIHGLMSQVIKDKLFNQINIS
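test system = HEK293T-derived human Csn5 enzyme | amount = 0.24 nM Csn5 enzyme, final concentration | medium = Tris/NaCl/DTT buffer, pH 7.5 | schedule = 90 min reaction at room temperature | signal = FP | evaluation = inhibition of Csn5 cleavage, % | compound dosing = single dose of 12.5 µM compound with 0.25% DMSO | probe or stimulus = 10 nM SCFSkp2-Nedd8OG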
Scp-1 inhibitor – Scp-1 (human) phosphatase inhibition. 340,000 tested, 0.88% active. Recombinant Scp1, phosphopeptide, malachite green phosphate absorbance. inhibition, % at 20 µM;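 active means inhibition above about 50% at 20 µM, limit read from the data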;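 further: plate controls were DMSO wells with enzyme for no effect and wells lacking enzyme for full effect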
Target sequence (Q9GZU7 76-261 limits assumed): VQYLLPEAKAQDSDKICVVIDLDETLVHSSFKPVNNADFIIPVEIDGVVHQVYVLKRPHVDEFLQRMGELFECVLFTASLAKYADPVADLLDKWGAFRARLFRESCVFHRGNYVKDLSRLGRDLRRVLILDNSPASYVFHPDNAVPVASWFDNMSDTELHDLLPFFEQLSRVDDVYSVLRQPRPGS
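Test system: SCP-1 catalytic domain; Buffer or medium: Acidic Tris acetate buffer with magnesium and detergent; Also added: Phosphorylated 17-residue peptide substrate; Compound: single 20 µM dose, 1% DMSO; Schedule: enzyme reaction 45 min at room temperature, colour 5 min, stabilisation 30 min; Signal: Phosphate-binding colour reagent, absorbance read at 630 nm.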
DNMT1 block – blocks human DNA methyltransferase DNMT1. AID 588458. DNMT1 molecular beacon, Hinp1I cleavage, fluorescence. inhibition (reported as % activation of signal), % at 10 µM. 360,000 tested, 0.83% active; in the data active means inhibition above about 50%
STEP block – inhibitors of human striatal-enriched phosphatase STEP. P54829. inhibition, % at 20 µM. recombinant STEP, OMFP fluorogenic substrate, fluorescence. 360,000 tested, 0.25% active;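 active means inhibition at 20 µM, scaled per plate between control wells, above about 37%, limit read from the data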;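 further: 0% = DMSO with enzyme and substrate and 100% = substrate only without enzyme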
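System: STEP (striatal-enriched tyrosine phosphatase) enzyme, cell-free; medium: Bis-Tris pH 6.0 buffer with DTT, detergent; dosing: 20 µM, 1% DMSO; times: reaction 20 min, ambient temperature; detection: fluorescence, 480/540 nm; read-out basis: normalized % inhibition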
LMPTP inh – LMPTP (human) inhibition; P24666; recombinant LMPTP-A, OMFP fluorogenic substrate, fluorescence intensity; inhibition, % at 20 µM; 360,000 tested, 0.22% active; AID 651560;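 active means compounds that cut the enzyme signal by at least half of the control window in the single-dose screen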;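 further: plate controls were DMSO wells with enzyme plus substrate for no effect and substrate without enzyme for full effect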
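Assay system: LMPTP-A, protein tyrosine phosphatase of low molecular weight / Medium: pH 6.0 Bis-Tris buffer with DTT and Triton X-100 / Schedule: 50 min enzyme reaction at room temperature, protected from light / Measured by: endpoint fluorescence intensity from OMFP dephosphorylation / Read-out basis: % inhibition relative to no-enzyme and uninhibited control wells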
MsrA inh – bovine MsrA inhibition; purified bovine MsrA, absorbance read-out; inhibition, % at 15.5 µM; 360,000 tested, 0.75% active; in the data active means inhibition above about 4.5%;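 further: 0% = vehicle wells with enzyme and 100% = reference inhibitor wells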
SUMO1-SIM PPI – alters human SUMO1 binding to SIM partners; AID 602429; inhibition, % at 20 µM; P63165; 360,000 tested, 0.33% active; SUMO1 binding to a labelled peptide, TR-FRET, 1 h; in the data active means inhibition above about 37%
Target sequence (P63165 whole entry, looked up): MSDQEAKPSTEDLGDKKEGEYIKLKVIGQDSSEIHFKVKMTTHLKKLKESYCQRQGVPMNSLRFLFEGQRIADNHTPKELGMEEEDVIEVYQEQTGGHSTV
Rpn11 block – Rpn11 (human) deubiquitinase inhibition. calls only at 20 µM. human 26S proteasome, Ub4-pepOG fluorescence polarization; 20S core pre-blocked with epoxomicin. O00487. 360,000 tested, 0.59% active;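 active means inhibition at 20 µM, scaled to each plate's controls, above about 33%, limit read from the data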
Target sequence (O00487 whole entry, looked up): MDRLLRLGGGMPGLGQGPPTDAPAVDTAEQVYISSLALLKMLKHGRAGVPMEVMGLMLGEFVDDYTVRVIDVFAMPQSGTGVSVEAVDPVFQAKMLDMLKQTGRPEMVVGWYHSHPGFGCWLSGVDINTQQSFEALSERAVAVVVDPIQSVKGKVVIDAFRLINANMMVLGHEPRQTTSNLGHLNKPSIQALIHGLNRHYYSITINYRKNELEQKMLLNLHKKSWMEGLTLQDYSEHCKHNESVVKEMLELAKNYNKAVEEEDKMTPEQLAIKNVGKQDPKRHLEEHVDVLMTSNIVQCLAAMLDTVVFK
TbMetRS inhib – Trypanosoma brucei MetRS inhibition; purified T. brucei MetRS, ATP depletion, Kinase-Glo luminescence; inhibition, % at 11.9 µM; 360,000 tested, 0.4% active; AID 624268;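 active means inhibition above a per-plate cutoff of the control wells' mean inhibition plus 3 SD, cut at about 5.5% in these data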;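 further: 0% = DMSO wells median and 100% = median of wells with control inhibitor compound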
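Assay system: T. brucei methionyl-tRNA synthetase, purified | Medium: HEPES buffer with MgCl2, KCl, DTT, spermine, BSA, pyrophosphatase | Compound: 11.9 µM single point | Incubation: 15 min enzyme-compound preincubation, 2 h reaction, 10 min detection, 25 °C | Measured by: Kinase-Glo luciferase luminescence reporting remaining unconsumed ATP | Measure: % inhibition normalized to control-well medians | Replication: Singlicate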
NadD block – blocks S. aureus nicotinate mononucleotide adenylyltransferase; inhibition, % at 20 µM; AID 602399; purified NadD enzyme, colorimetric absorbance read-out; 360,000 tested, 0.78% active; in the data active means inhibition above about 26%; further: some compounds past the cut are filed as inactive
Numbers without * were called inactive; i = inactive; · = not tested or not shown. An unsorted share of the library. Share with any hit: about 3.9%.

SMILES	CSN inh	Scp-1 inhibitor	DNMT1 block	STEP block	LMPTP inh	MsrA inh	SUMO1-SIM PPI	Rpn11 block	TbMetRS inhib	NadD block
COc1ccc(-c2nc3c([nH]2)c(=O)n(C)c(=O)n3C)c(OC)c1	0	-11	1	0	-1.4	-1.4	1	i	-0.5	-6
O=C(NCCO)c1cccc(-c2cnc3c(Nc4cccc(OC(F)(F)C(F)F)c4)nccn23)c1	0	·	-5	0	1.6	-1.2	6	i	-0.5	-4
CC(=O)Nc1ccc(S(=O)(=O)NC2=NCN(C)CN2)cc1	3	-7	3	0	-0.5	0.3	-1	i	-0.2	-1
COc1cccc(C(=O)Nc2ccc3c(c2)OC[C@H](C)N(CCc2ccccc2)C[C@@H](C)[C@@H](OC)CN(C)C3=O)c1	0	·	·	·	-1.8	0.8	4	·	-0.5	·
CC(C)c1cccc(C(C)C)c1Nc1cn[nH]c1	-4	·	-7	0	1.0	-1.9	2	i	-0.2	4
O=C(OCC(=O)N1CCc2ccccc21)c1ccccc1[N+](=O)[O-]	5	-9	-6	-2	0.3	-0.9	-24	i	-0.2	-3
COc1cc(/C=N/NC(N)=O)ccc1OCC(=O)Nc1cc(C)c(C)cc1Br	-2	3	23	0	2.0	-1.2	1	i	0.3	-3
CCOC(=O)CSc1nnc(CNC(=O)c2cccs2)n1-c1cc(C)ccc1C	2	0	1	1	-1.0	0.5	-2	i	-0.2	-5
O=C(CNS(=O)(=O)c1cccc(F)c1)OCC(=O)N1CCCC1=O	1	-7	1	-1	-0.4	2.6	0	i	-0.1	-2
Cc1ccc(C(=O)NCC(=O)NCC(c2cccs2)N2CCOCC2)cc1 (centres undefined)	-5	-10	-5	2	-9.8	-0.3	-16	i	0.3	6
Cc1cc(C)n2nc(C(=O)OCC(=O)NCc3ccc(Cl)cc3)nc2n1	-5	-5	0	1	-1.6	-0.3	0	i	-0.1	-3
COc1ccc(C(=O)CN2CC(C)SC2=Nc2ccc(Cl)cc2)cc1 (centres undefined)	-7	0	-4	1	3.1	0.5	3	i	-0.2	-2
COc1ccc(Cl)c2c1[nH]c1nc(SCc3ccccn3)nnc12	0	1	-2	6	8.0	0.9	5	i	-0.8	2
COc1ccccc1NC(=O)COC(=O)CNC(=O)C1CCCCC1	-3	-7	2	4	0.8	0.1	-2	i	0.1	-3
O=S(=O)(c1ccc(Cl)cc1)c1nc(-c2ccco2)oc1N1CCCCC1	-1	-2	0	0	1.2	-0.1	3	i	0.1	-1
Cn1c(C(=O)NN)cc2cc(OCc3ccccc3)ccc21	3	-5	-2	1	-1.2	1.3	-2	i	-0.3	7
O=C(COC(=O)c1ccc(Br)o1)Nc1ccc2c(c1)OCCO2	-6	-3	-2	-3	-0.5	0.2	-1	i	-0.6	-6
O=C(/C=C/c1ccccc1)Nc1ccc(S(=O)(=O)N2CCOCC2)cc1	0	-2	-4	0	1.4	3.6	-10	i	0.6	-1
COC(=O)c1sc2ccccc2c1NC(=O)c1coc2ccccc2c1=O	-11	-8	38	-3	1.0	0.2	3	i	-0.7	-1
Cc1ccc(NC(=O)CCNC(=O)c2ccc(Br)cc2)cc1S(=O)(=O)N1CCOCC1	0	-4	-1	3	-1.5	0.8	-1	i	-0.2	-1
CCCC(=O)c1cc2c(cc1NC(=O)c1cccs1)OCCO2	-2	-9	9	3	-0.2	-1.3	2	i	-0.8	-4
CCOc1ccc(CCNC(=O)CN2C(=O)NC3(CCCCC3)C2=O)cc1OCC	5	-10	4	-3	6.1	0.1	1	i	-0.4	-4
O=C1CCC([N+](=O)[O-])C(c2ccccc2Br)N1 (centres undefined)	0	-6	0	-1	-1.1	1.5	1	i	-0.2	-1
CS(=O)(=O)c1ccccc1COC(=O)Nc1ccc(Cl)cc1	3	4	-1	-3	0.3	-1.4	2	i	0.6	0
O=C(CSc1nc2ccc([N+](=O)[O-])cc2s1)NC1CCS(=O)(=O)C1 (centres undefined)	2	-5	-1	7	-0.7	2.4	-19	i	0.7	-4

Entries listed so far containing an aryl thioether with sulfur outside any ring:
SMILES	CSN inh	Scp-1 inhibitor	DNMT1 block	STEP block	LMPTP inh	MsrA inh	SUMO1-SIM PPI	Rpn11 block	TbMetRS inhib	NadD block
CCOC(=O)CSc1nnc(CNC(=O)c2cccs2)n1-c1cc(C)ccc1C	2	0	1	1	-1.0	0.5	-2	i	-0.2	-5
COc1ccc(Cl)c2c1[nH]c1nc(SCc3ccccn3)nnc12	0	1	-2	6	8.0	0.9	5	i	-0.8	2
O=C(CSc1nc2ccc([N+](=O)[O-])cc2s1)NC1CCS(=O)(=O)C1 (centres undefined)	2	-5	-1	7	-0.7	2.4	-19	i	0.7	-4

By substructure: the entries above with a furan ring, fused or not.
SMILES	CSN inh	Scp-1 inhibitor	DNMT1 block	STEP block	LMPTP inh	MsrA inh	SUMO1-SIM PPI	Rpn11 block	TbMetRS inhib	NadD block
O=S(=O)(c1ccc(Cl)cc1)c1nc(-c2ccco2)oc1N1CCCCC1	-1	-2	0	0	1.2	-0.1	3	i	0.1	-1
O=C(COC(=O)c1ccc(Br)o1)Nc1ccc2c(c1)OCCO2	-6	-3	-2	-3	-0.5	0.2	-1	i	-0.6	-6

Shown with two lines to a compound: entries from further up
Each structure is followed by: CSN inh | Scp-1 inhibitor | DNMT1 block | STEP block | LMPTP inh | MsrA inh | SUMO1-SIM PPI | Rpn11 block | TbMetRS inhib | NadD block
- Cn1c(C(=O)NN)cc2cc(OCc3ccccc3)ccc21
→ 3 | -5 | -2 | 1 | -1.2 | 1.3 | -2 | i | -0.3 | 7
- Cc1cc(C)n2nc(C(=O)OCC(=O)NCc3ccc(Cl)cc3)nc2n1
→ -5 | -5 | 0 | 1 | -1.6 | -0.3 | 0 | i | -0.1 | -3

Next part.
SMILES	CSN inh	Scp-1 inhibitor	DNMT1 block	STEP block	LMPTP inh	MsrA inh	SUMO1-SIM PPI	Rpn11 block	TbMetRS inhib	NadD block
Nc1nonc1-c1noc(CCCCCN2C(=O)c3ccccc3C2=O)n1	3	-12	-3	0	-0.7	-0.4	-11	i	-0.3	-7
O=C(c1ccoc1)N1CCCC(CO)(CCCc2ccccc2)C1 (centres undefined)	-1	-2	1	-2	-0.2	0.9	0	i	0.0	-3
Cc1ccc(-n2c(SCC(=O)NCc3ccco3)nc3c([nH]c4ccccc43)c2=O)cc1	-2	1	2	-3	-0.1	1.3	0	i	-0.5	-3
CC(=O)c1ccc(NC(=O)C2=CC(c3ccco3)=NS(=O)(=O)N2C)cc1	-1	-3	0	0	-0.1	3.3	-26	i	0.5	-4
O=C(CCCCCN1C(=O)c2cccc3cccc(c23)C1=O)NCCO	-1	-1	2	0	0.5	2.9	-19	i	-0.2	1
COc1ccc(OC)c(C(=O)CSc2nnc(Cc3cccs3)n2C)c1	2	0	1	2	-1.0	1.3	-6	i	0.5	1
Cc1ccc2c(C)c(C(=O)N3CCN(C4CCS(=O)(=O)C4)CC3)oc2c1C (centres undefined)	0	2	1	-1	-1.9	-0.6	1	i	-0.2	-2
Cn1c(C(=O)Nc2ccc3c(c2)OCCO3)cc2sccc21	7	-8	-12	-1	0.1	1.0	-3	i	-1.4	-7
CCCNC(=S)N1CCN(c2nc(-c3ccc(C)cc3)cs2)CC1	0	-6	-8	1	1.8	0.5	1	i	-0.7	-1
COc1ccc(Cc2nnc(NC(=O)Cn3cnc4c3c(=O)n(C)c(=O)n4C)s2)cc1OC	-2	6	2	0	-1.8	-0.1	6	i	-0.3	5
C#CCN(C[C@H]1[C@H](OC(=O)NC2CC2)[C@H](OC(=O)NC2CC2)C[C@H]2C(=O)N(c3ccccc3)C(=O)[C@@H]12)S(=O)(=O)c1ccc(C)cc1	0	·	-5	0	1.1	-0.4	3	i	-0.8	-6
CC(=O)Nc1cccc(OCC(=O)Nc2cccc(S(=O)(=O)N3CCCC3)c2)c1	-5	-3	-1	-1	0.2	-0.8	4	i	-0.3	-3
CC(C(=O)N1c2ccccc2CCc2ccccc21)n1nnc(-c2ccc(N(C)C)cc2)n1 (centres undefined)	-3	-4	-6	2	1.3	2.9	4	i	-0.8	6
COC(=O)[C@@H]1[C@H](CCc2ccccc2)NC(=O)N(Cc2ccccc2)[C@@H]1C	5	-1	5	-3	-1.5	1.2	0	i	-0.3	1
O=[N+]([O-])c1ccc(Cl)cc1NCC1CCCO1 (centres undefined)	1	3	6	-4	1.1	0.2	-44	i	-0.3	-3
Cc1ccc(C(=O)NNC(=O)C(C)Oc2ccc3ccccc3c2)o1 (centres undefined)	6	-6	-1	-3	-1.1	-0.5	-1	i	-0.5	-5
COC(=O)C1C(=O)C2=C(CC1C)NC(=O)CC2c1ccc(F)cc1 (centres undefined)	0	0	-1	2	-0.5	-1.1	0	i	-0.2	-1
O=C(Cn1nnc(-c2ccccc2)n1)N/N=C/c1cccc([N+](=O)[O-])c1	1	-4	0	-2	-0.2	0.1	-7	i	-0.1	-4
O=C(CCC1CCCC1)NC1CCCCC1	3	-7	1	-3	-2.2	-0.4	-3	i	-1.2	-6
CCNC(=O)c1cc2ccccc2o1	2	-8	0	1	-1.5	0.2	1	i	-0.7	-2
O=C(CCC(=O)c1ccc(Oc2ccccc2)cc1)Nc1ccc(Cl)cc1Cl	2	-10	7	1	4.9	-0.3	3	i	-1.4	7
COc1ccc(-c2c(C(=O)c3ccccc3)[nH]c(N)c2C(=O)NC2CC2)cc1OC	-5	·	·	·	-1.2	0.2	-12	·	-1.1	2
COc1ccccc1CCNC(=O)C(=O)NCC1OCCCN1S(=O)(=O)c1cc(C)ccc1C (centres undefined)	3	-13	-1	-1	0.1	-0.3	-6	i	0.7	-7
CCCN1CCC(=O)N(CCSc2ccc(NC(C)=O)cc2)CC1	-6	3	0	-1	-0.4	0.2	8	i	-0.2	-1
COc1ccc(CC(=O)Nc2ccc(-c3cn4cccc(C)c4n3)cc2)cc1OC	-4	-4	-3	-3	3.7	-0.1	8	i	-0.7	1
CCCN1Cc2cccc(C(=O)Nc3ccc(C)cc3)c2C1=O	1	-13	0	3	-0.8	0.5	1	i	1.0	1
